esBAF inh: Bmi1 luciferase reporter increase in mESCs, primary screen, esBAF inhibitor project, mouse ES cells, Bmi1 luciferase knock-in, single point; hit rate 2% among 350,000; 24 h; 100% = twice the neutral-well signal; AID 602393, 2012; reporter increase, % at 12.5 µM; in the data active = activation above about 40%;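 note: 0% = median of the plate's neutral control wells and 100% = double that signal; a rise in the Bmi1 reporter signal indicates esBAF inhibition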
CFTR F508del cor: F508del CFTR correction, initial screen, CFBE line, single point; AID 720511, 2013; hit rate 0.36% among 350,000; CFBE cells, YFP halide quenching; stimulated with forskolin plus potentiator P3; % fluorescence drop versus neutral controls; activity (quench increase), % at 7.58 µM;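 active = mean added fluorescence quench of at least 8% versus neutral control, with both replicates also reaching 8%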;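 note: cells transiently co-express mutant CFTR-F508del with the halide-sensitive YFP; corrector assay measuring rescue of mutant channel to the surface after 24 h compound exposure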
RAD54 branch: inhibitors of human RAD54 branch migration, primary screen, biochemical, fluorescence, single point. DNA repair and recombination protein RAD54-like (Homo sapiens), Q92698. RAD54 Holliday junction branch migration, FAM/BHQ fluorescence. inhibition, % at 10.4 µM. hit rate 0.14% among 360,000;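 active = mean normalized replicate activity at least 40 and at least half of replicates scoring 40 or more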;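 note: 0% = median of neutral control wells and 100% = median of positive control wells; inhibitors cause a drop in the FAM fluorescence signal; in these data hits start at about 50%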
ERAP1 HTS inh: human ERAP1 aminopeptidase inhibitors, primary screen, biochemical, single point, plate reader; inhibition, % at 10.7 µM; hit rate 0.15% among 340,000; recombinant ERAP1, Leu-AMC fluorescence, 60 min; AID 652197, 2013;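 active = mean replicate inhibition of at least 30%, or all replicates individually reaching that 30% level; inactive = mean below 30% and not every replicate reaching it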;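 note: 0% = neutral control wells and 100% = L-leucinethiol positive control wells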
Target sequence (Q9NZ08 whole entry, looked up): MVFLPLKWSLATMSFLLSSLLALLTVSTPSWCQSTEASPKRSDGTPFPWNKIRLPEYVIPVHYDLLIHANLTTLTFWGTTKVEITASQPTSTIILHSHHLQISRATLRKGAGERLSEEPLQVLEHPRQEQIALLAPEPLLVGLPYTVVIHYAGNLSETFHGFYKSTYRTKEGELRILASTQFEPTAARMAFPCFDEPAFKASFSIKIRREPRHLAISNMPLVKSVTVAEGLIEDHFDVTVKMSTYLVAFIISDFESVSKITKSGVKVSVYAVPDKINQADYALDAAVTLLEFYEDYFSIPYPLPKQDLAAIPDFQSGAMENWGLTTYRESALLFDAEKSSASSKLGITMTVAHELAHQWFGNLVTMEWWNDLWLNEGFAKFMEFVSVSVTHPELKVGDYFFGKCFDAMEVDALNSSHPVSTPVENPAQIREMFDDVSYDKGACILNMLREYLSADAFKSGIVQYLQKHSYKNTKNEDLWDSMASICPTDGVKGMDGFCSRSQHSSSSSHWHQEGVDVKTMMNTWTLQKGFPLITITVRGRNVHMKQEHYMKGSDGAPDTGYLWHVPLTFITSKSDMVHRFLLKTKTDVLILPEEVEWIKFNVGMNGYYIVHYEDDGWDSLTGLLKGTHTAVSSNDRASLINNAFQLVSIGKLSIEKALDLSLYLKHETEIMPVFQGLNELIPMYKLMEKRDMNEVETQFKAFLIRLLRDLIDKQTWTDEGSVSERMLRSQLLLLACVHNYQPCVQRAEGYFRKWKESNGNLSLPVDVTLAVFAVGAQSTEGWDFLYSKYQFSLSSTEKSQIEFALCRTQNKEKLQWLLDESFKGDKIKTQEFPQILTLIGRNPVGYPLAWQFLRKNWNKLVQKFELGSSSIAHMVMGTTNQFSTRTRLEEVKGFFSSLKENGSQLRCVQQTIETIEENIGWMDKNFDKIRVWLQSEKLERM
Xi reactivation: activators of inactive X chromosome reactivation, primary screen, imaging, XiGFP fibroblasts, GFP high-content imaging, set 2. XiGFP mouse fibroblasts, % GFP-positive cells imaging, 3 d; cells co-treated with 5-aza-dC sensitizer; scaled so ellipticine positive control = 100%. activation, % at 7.58 µM. hit rate 0.055% among 360,000. AID 743238, 2013;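 active = mean normalized replicate activation at least 10% and every replicate at or above 10%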;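 note: 0% = median of on-plate neutral control wells and 100% = ellipticine 6 µM median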
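assay system = SV40-immortalized XiGFP fibroblast cells, line 68-5-11 | buffer or medium = DMEM plus 5-aza-dC sensitizer | doses = single-point pinned compound dosing | times = 3-day compound exposure, then 15 min fixation at room temperature | benchmarks = positive control ellipticine, 6 µM final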
ARNT-TACC3 inh: disruptors of ARNT/TACC3 protein interaction, primary screen, biochemical, AlphaScreen, single concentration | Transforming acidic coiled-coil-containing protein 3 (Homo sapiens), Q9Y6A5 | AlphaScreen His-ARNT PAS-B/GST-TACC3 binding, luminescence; TACC3 fragment carries E629A point mutation | inhibition, % at 9.99 µM | hit rate 0.66% among 390,000;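 active = mean inhibition of replicates at least 50% and at least half of replicates each reaching 50%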;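 note: 0% = complete ARNT plus TACC3 wells and 100% = ARNT alone without TACC3; many hits fall short of the cut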
RAD52 inh: RAD52 DNA annealing inhibitors, primary screen, biochemical, FRET, single point, set 2. inhibition, % at 18.7 µM. hit rate 0.46% among 360,000. recombinant RAD52 DNA annealing, FRET fluorescence. DNA repair protein RAD52 homolog (Homo sapiens), P43351;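 active = every replicate showing at least 50% inhibition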
INS-1E GSIS act: GLuc luminescence reporter in INS-1E cells, primary screen for activators of glucose-dependent secretion of insulin; hit rate 0.61% among 370,000; AID 743287, 2014; activation, % at 16.6 µM; INS-1E GLuc reporter insulin secretion, 2-3 h;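 active = lowest replicate activation of at least 40%, so every replicate reaches that level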;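 note: 0% = median of neutral control wells and 100% = median of IBMX positive control wells; some compounds called inactive have numbers as strong as hits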
The depositor's hits bear a star; / = not tested or not shown.

SMILES | esBAF inh | CFTR F508del cor | RAD54 branch | ERAP1 HTS inh | Xi reactivation | ARNT-TACC3 inh | RAD52 inh | INS-1E GSIS act
CC1(c2ccccc2)CC(C)(C)N(C(N)=O)c2ccccc21 (stereo unspecified) | -13 | -3.7 | -5 | 0 | 0.2 | 2 | -10 | -9
CC(C)NC(=O)N(C)C[C@@H]1Oc2cc(-c3ccccc3F)ccc2S(=O)(=O)N([C@H](C)CO)C[C@@H]1C | -5 | 0.5 | 2 | -4 | 0.0 | -6 | 4 | -5
c1ccc2c(CN3CCCCC3)csc2c1 | / | / | / | 7 | 0.4 | -6 | 2 | 30
Cc1ccc(S(=O)(=O)N2CC(C)N(S(C)(=O)=O)C2)cc1 (stereo unspecified) | -1 | -0.3 | -12 | -6 | 0.3 | -1 | -9 | 23
O=C(NC1CCCCC1)c1cc(Cl)ccc1[N+](=O)[O-] | / | / | -2 | / | 0.0 | -3 | / | 26
C[C@@H]1CN([C@H](C)CO)C(=O)Cc2cc(NC(=O)Nc3ccc(C(F)(F)F)cc3)ccc2O[C@H]1CN(C)CC1CCCCC1 | -1 | -1.2 | 6 | 1 | 0.0 | -7 | -9 | 6
COCC(C)NC(=O)c1cc2cccc([N+](=O)[O-])c2[nH]1 (stereo unspecified) | / | 0.6 | / | 0 | 0.1 | -7 | 0 | -7
COc1ccc(-c2noc(CN(C)C(=O)c3ccoc3C)n2)cc1 | 34 | 4.1 | 10 | -8 | 0.0 | -1 | -10 | -5
COC(=O)C(C)n1nnc2sc(-c3ccccc3)cc2c1=O (stereo unspecified) | / | -1.7 | / | 0 | -0.1 | -1 | -5 | 1
CCCN1[C@H](C(=O)N[C@H](C)c2ccccc2)[C@@H](CO)[C@@H]2Cn3c(cccc3=O)[C@@H]21 | / | -2.2 | / | 0 | 0.1 | / | 9 | 4
COCCNc1nc(Nc2ccc(C(=O)OC)cc2)c2sccc2n1 | 2 | -1.5 | 10 | 5 | -0.1 | / | -5 | 23
CCCCCCn1c(=O)n2n(c1=O)[C@@H]1CN(S(=O)(=O)c3ccc(C)cc3)C[C@]1(O)[C@@H](OC(=O)NCc1ccccc1)C2 | 0 | 0.0 | -9 | 9 | 0.0 | / | -31 | -29
COc1cccc(S(=O)(=O)N2CCCCN3[C@H](CO)[C@@H](c4ccc(C#CCC(C)C)cc4)[C@@H]3C2)c1 | 2 | 0.3 | 1 | -3 | 0.0 | -4 | -25 | 0
CCOC(=O)Cc1cnc(NC(=O)c2ccccc2)s1 | 51* | -1.0 | 10 | 12 | / | 4 | -13 | -3
Cc1ccc(S(=O)(=O)Nc2cccc(C(=O)NCC3(N4CCCCC4)CCCCC3)c2)cc1F | -9 | 2.1 | / | -1 | 0.0 | -2 | -21 | -40
CCNC(=O)C[C@@H]1CC[C@H]2[C@@H](COc3ccc(NC(=O)c4cscn4)cc3C(=O)N2C)O1 | 8 | -0.8 | -6 | 1 | 0.5 | -18 | 4 | 3
CCc1nnc(NC(=O)C2CC(=O)N(c3ccc4c(c3)OCCO4)C2)s1 (stereo unspecified) | / | / | / | 1 | 0.8 | -2 | -15 | 11
O=C(COC(=O)c1ccccc1)Nc1ccc(Cl)cn1 | / | -0.4 | / | 2 | 0.2 | 3 | -11 | /
Cc1cc(=O)oc2c3c(cc(OCC(=O)Nc4ccc(CCO)cc4)c12)OC(C)(C)CC3 | 5 | 3.5 | 5 | -2 | / | 2 | 5 | 1
Cc1noc(C)c1S(=O)(=O)Nc1ccc2c(c1)C(=O)N([C@@H](C)CO)C[C@H](C)[C@@H](CN(C)C(=O)CCCN(C)C)OCCCC[C@H](C)O2 | 0 | 0.7 | 21 | / | 0.2 | -3 | / | 34
CC(C)Oc1cc(F)ccc1-c1cc(C(=O)Nc2ccc(C(C)C)cc2)[nH]n1 | -7 | 0.5 | -6 | 1 | 0.1 | / | -10 | -9
CN1C(=O)c2ccccc2Cc2c(NCc3ccccc3)ncnc21 | 10 | 2.5 | -16 | 1 | 0.2 | / | -14 | /
CC(C)COC(=O)N1CCN(S(=O)(=O)c2ccc3c(c2)CCC3)CC1 | 8 | 3.1 | 0 | 0 | -0.1 | 1 | -5 | -6
O=C(N/N=C/c1ccc([N+](=O)[O-])o1)c1ccncc1 | / | 2.2 | -3 | 4 | 0.0 | / | -4 | -13
Cc1cc(NC(=O)CSCC(=O)Nc2cc(C(F)(F)F)ccc2N2CCCC2)no1 | 3 | 5.3 | 3 | -2 | 0.0 | 0 | -20 | 23
O=C1CCCCN1CCC(=O)N1CCCC(Nc2ccccc2)C1 (stereo unspecified) | 1 | -2.9 | 9 | -1 | 0.0 | 1 | -3 | 2
Cc1ccccc1C(=O)N1CCC2CC1c1cc(Cl)ccc12 (stereo unspecified) | -3 | -1.6 | -9 | -4 | / | -2 | -5 | -7
CC1(C)c2[nH]c3ccccc3c2C[C@@H]2C(=O)N(Cc3ccccc3Cl)C(=O)N21 | 24 | -0.6 | 5 | -1 | 0.3 | -4 | -26 | -22
COc1ccc(OC)c(S(=O)(=O)n2cnc3ccccc32)c1 | 2 | -1.3 | -4 | 0 | 0.0 | -2 | -12 | -6
C[C@H](CO)N1C[C@H](C)[C@H](CN(C)S(C)(=O)=O)Oc2c(NS(=O)(=O)c3ccc(F)cc3)cccc2C1=O | -5 | 2.1 | 2 | 0 | 0.3 | -2 | -10 | 10
O=[N+]([O-])/C=C/c1cn(Cc2ccc(Cl)cc2)c2ccccc12 | / | -1.3 | / | 1 | 0.4 | 3 | -166 | 1
Cc1ccc(S(=O)(=O)N(C)C[C@@H]2OCCCC[C@H](C)Oc3ccc(NS(=O)(=O)c4cccs4)cc3C(=O)N([C@H](C)CO)C[C@H]2C)cc1 | 0 | -3.9 | -9 | -2 | -0.1 | 17 | -20 | -52
Cn1c(=O)c(-[n+]2ccccc2)c([O-])c2ccccc21 | -6 | / | -4 | / | / | -2 | / | -3
CSc1ccc(CN2C(=O)C(C)Oc3c(C(C)=O)cccc32)cc1 (stereo unspecified) | -2 | -0.6 | -9 | 0 | 0.0 | / | -14 | 17
CS(=O)(=O)Nc1ccc2c(c1)[C@H]1C[C@@H](CC(=O)NCc3cc(F)ccc3F)O[C@H](CO)[C@H]1O2 | 3 | 1.3 | -4 | -1 | 0.0 | 25 | -1 | -2
CCC1CSC(Nc2ccc(C(=O)/C=C/c3ccc(Br)cc3)cc2)=N1 (stereo unspecified) | / | / | / | 5 | 0.1 | 5 | -37 | 3
Cn1cccc([N+](=O)[O-])c1=O | / | 2.0 | / | 2 | 0.2 | / | -5 | 4
COCCNC(=O)C1(C)CCCN(C(=O)c2ccc(N(C)C)cc2)C1 (stereo unspecified) | -10 | -0.4 | -2 | -2 | 0.1 | / | -12 | 3
Cc1ccccc1-n1nnnc1SCC(=O)NC1CC1 | / | 3.1 | / | 1 | 0.0 | -10 | -6 | 15
CN(C)c1c(N)c(=O)oc2ccccc12 | / | 3.4 | / | 0 | 0.0 | -2 | -3 | -19

Entries of single compounds, looked up by structure.
C[C@H](CO)N1C[C@H](C)[C@H](CN(C)S(C)(=O)=O)Oc2c(NS(=O)(=O)c3ccc(F)cc3)cccc2C1=O across the screens: esBAF inh = -5; CFTR F508del cor = 2.1; RAD54 branch = 2; ERAP1 HTS inh = 0; Xi reactivation = 0.3; ARNT-TACC3 inh = -2; RAD52 inh = -10; INS-1E GSIS act = 10
Cc1ccccc1-n1nnnc1SCC(=O)NC1CC1 across the screens: esBAF inh = /; CFTR F508del cor = 3.1; RAD54 branch = /; ERAP1 HTS inh = 1; Xi reactivation = 0.0; ARNT-TACC3 inh = -10; RAD52 inh = -6; INS-1E GSIS act = 15
O=C(N/N=C/c1ccc([N+](=O)[O-])o1)c1ccncc1 across the screens: esBAF inh = /; CFTR F508del cor = 2.2; RAD54 branch = -3; ERAP1 HTS inh = 4; Xi reactivation = 0.0; ARNT-TACC3 inh = /; RAD52 inh = -4; INS-1E GSIS act = -13

Further results:
SMILES | esBAF inh | CFTR F508del cor | RAD54 branch | ERAP1 HTS inh | Xi reactivation | ARNT-TACC3 inh | RAD52 inh | INS-1E GSIS act
O=C(NCc1ccccc1)c1cc(C2CCCCN2C(=O)c2ccc3c(c2)CCO3)on1 (stereo unspecified) | -1 | 1.6 | -3 | -2 | -0.1 | / | -17 | /
c1ccc2sc(N3CCCN(Cc4nc(-c5cnccn5)no4)CC3)nc2c1 | 11 | 0.0 | 7 | 2 | 0.4 | 0 | 4 | -2
CC(=O)Nc1ccc(OCCC[n+]2cccc(C(=O)[O-])c2)cc1 | -1 | -3.5 | 2 | -2 | 0.1 | 0 | -12 | -1
CN(C)S(=O)(=O)c1ccc2c(c1)C(=O)c1cc(S(=O)(=O)N(C)C)ccc1CC2 | -5 | -1.0 | -9 | -3 | 0.0 | -4 | -30 | 6
Cc1ccc2cc(CN(Cc3ccco3)S(=O)(=O)c3c(C)ccc4nsnc34)c(=O)[nH]c2c1 | -5 | / | 4 | / | / | -9 | / | -19
COc1ccc(NC(=O)Nc2ccc3c(c2)[C@H]2C[C@@H](CC(=O)N4CCOCC4)O[C@@H](CO)[C@H]2O3)cc1 | -4 | 0.5 | 0 | / | 0.0 | 1 | / | 4
COc1ccc(OC)c(NC(=O)c2ccc3c(c2)CCN3S(C)(=O)=O)c1 | 4 | -4.2 | 0 | 0 | 0.0 | 2 | -7 | 8
CCOc1ccccc1NC(=O)CSc1nnc2ccc(-c3cccnc3)nn12 | -1 | 1.7 | 3 | / | 4.1 | -4 | -8 | 4
CCS(=O)(=O)N1CCC2(CC1)CN(S(=O)(=O)c1cn(C)cn1)[C@@H](CO)c1[nH]c3cc(OC)ccc3c12 | / | -1.5 | / | 0 | -0.1 | / | 7 | 16
COc1ccc(C2O[C@@H](C)[C@@H]3C(=O)N4CCc5c([nH]c6ccccc56)[C@@H]4C[C@@H]3N2C)cc1 (stereo partly specified) | / | -1.7 | / | 4 | 0.6 | / | -42 | 11
CCOC(=O)C1(CC2CC2)CCN(Cc2cn(C)c3ccccc23)CC1 | / | 5.7 | / | -5 | 0.0 | / | 14 | 5
COc1ccc(OC)c(CCNC(=O)CC2(CC3=NS(=O)(=O)c4ccccc4N3)CCCC2)c1 | 7 | 0.0 | 1 | 3 | 0.0 | -10 | -1 | 2

Assay outcomes deposited in PubChem by Broad Institute.
